TLR9-MyD88 inh: blocks human TLR9 binding to MyD88. actives 0.21% (n = 340,000). AID 504734. CHO BLA complementation TLR9-MyD88, CCF4 FRET ratio. Q9NR96+Q99836. inhibition, % at 4.98 µM;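 active = inhibition above the mean over all tested compounds plus 3 SD, cut at about 21% in these data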;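 note: 0% = DMSO only wells and 100% = clavulanate BLA inhibitor control wells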
ABCB6 inh 2: human ABCB6 transporter inhibition. actives 0.19% (n = 360,000). K562-ABCB6 porphyrin accumulation, flow cytometry, 1 h; active compounds read low. fluorescence ratio to DMSO, % at 10 µM. AID 602162. Q9NP58;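 active = fluorescence ratio to DMSO below 75%, the collection mean minus 3 SD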;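 note: signal is porphyrin accumulated inside mitochondria; 100% equals median channel fluorescence of DMSO control wells; lower ratio means ABCB6 inhibition with less porphyrin fluorescence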
NOD2-RIPK2 inh: inhibitors of human NOD2-RIPK2 interaction; CHO BLA complementation NOD2-RIPK2, CCF4 ratio; actives 0.38% (n = 360,000); inhibition, % at 4.98 µM; O43353; in the data active = inhibition above about 21%;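 note: 0% = vehicle only and 100% = reference blocker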
ABHD5-PLIN5 inh: ABHD5-PLIN5 protein interaction inhibition; AID 602281; Split G. princeps luciferase complementation, luminescence, 4 h; Q00G26+Q8WTS1; actives 0.78% (n = 360,000); inhibition, % at 4 µM;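 active = inhibition above the mean inhibition across every tested compound plus 3 SD, cut at about 22% in these data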;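 note: 0% = DMSO only wells and the 100% control is not disclosed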
Target sequence (Q00G26 whole entry, looked up): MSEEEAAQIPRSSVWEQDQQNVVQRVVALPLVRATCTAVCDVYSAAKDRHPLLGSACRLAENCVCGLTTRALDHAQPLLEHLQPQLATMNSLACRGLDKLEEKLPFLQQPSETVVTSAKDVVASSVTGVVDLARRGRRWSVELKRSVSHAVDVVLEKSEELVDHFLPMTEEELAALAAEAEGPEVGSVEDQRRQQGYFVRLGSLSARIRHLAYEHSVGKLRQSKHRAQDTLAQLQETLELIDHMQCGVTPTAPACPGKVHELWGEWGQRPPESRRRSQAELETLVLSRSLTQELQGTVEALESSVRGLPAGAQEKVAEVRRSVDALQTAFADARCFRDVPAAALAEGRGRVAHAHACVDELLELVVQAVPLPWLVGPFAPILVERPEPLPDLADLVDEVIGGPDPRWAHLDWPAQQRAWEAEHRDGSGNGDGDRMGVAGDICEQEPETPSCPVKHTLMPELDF
Target sequence (Q8WTS1 whole entry, looked up): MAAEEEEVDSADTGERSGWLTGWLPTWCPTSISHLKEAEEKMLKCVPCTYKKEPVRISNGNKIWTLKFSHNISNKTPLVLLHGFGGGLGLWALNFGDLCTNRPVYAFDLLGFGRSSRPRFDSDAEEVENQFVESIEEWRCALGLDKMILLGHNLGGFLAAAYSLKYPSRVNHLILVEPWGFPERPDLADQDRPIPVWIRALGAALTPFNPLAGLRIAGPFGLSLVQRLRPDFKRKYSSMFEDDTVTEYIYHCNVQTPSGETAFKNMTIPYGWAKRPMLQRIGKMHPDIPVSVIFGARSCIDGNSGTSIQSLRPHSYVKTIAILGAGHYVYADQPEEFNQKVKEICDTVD
aDG glyco up: increases alpha dystroglycan glycosylation; Pro5-aDG cells, alpha-DG glycosylation AlphaScreen (IIH6); 0% Pro5, 100% B10-LARGE cell signal; activation, % at 10 µM; actives 0.22% (n = 360,000);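 active = activation of at least 8% versus controls, or a plate z-score of at least 8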;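 note: Pro5 are CHO cells carrying HIG-tagged alpha-DG that lacks glycosylation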
Exocytosis inh: lytic granule exocytosis inhibition | TALL-104 LAMP-1 surface exposure, flow cytometry; cells stimulated with thapsigargin and PMA | actives 0.66% (n = 360,000) | inhibition, % at 10 µM;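 active = inhibition above about 55%, limit read from the data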
Vif imaging: HIV Vif inhibition; inhibition, % at 7.49 µM; actives 0.35% (n = 340,000); HEK293T cells, Vif self-association by quenched fluorescence, imaging, 24 h; in the data active = inhibition above about 50%, passing the limit was not always enough; note: some results filed as inactive read as strong as hits
Glyco luc inh: N-linked glycosylation inhibition; AID 588692; reporter increase, % at 12.5 µM; D54 ERlucT glycosylation luciferase reporter, 24 h; percent of 100 nM tunicamycin response; actives 0.23% (n = 360,000);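 active = mean luciferase reporter signal, scaled so untreated is 0 and the glycosylation-blocking control 100, at or above a set limit in every replicate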;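 note: luciferase carries N-glycosylation sites so blocking glycosylation raises the light; 0% = median of neutral control wells and 100% = median of 100 nM tunicamycin wells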
MC4R antag cAMP: human MC4R antagonism in cAMP assay | MC4R-expressing cells, MTII-stimulated cAMP, LANCE TR-FRET | inhibition, % at 6.5 µM | actives 0.48% (n = 360,000) | AID 540295;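 active = inhibition above its plate's cutoff, the mean of tested wells on that plate plus 3 SD, cut at about 29% in these data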;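 note: 0% = Melanotan II alone and 100% = Melanotan II plus saturating MCL0020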
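system = U2OS cells with stable human MC4R expression | also added = Melanotan II challenge after compound preincubation | dosing = one concentration, 6.5 µM nominal | incubation = compound 30 min, challenge 1 h, detection 1 h | measured by = TR-FRET with Eu-cAMP and labeled anti-cAMP, 671 nm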
MC4R ag barr: activates human MC4R beta-arrestin recruitment | U2OS MC4R beta-arrestin complementation, luminescence; percent of melanotan II response, DMSO zero | activation, % at 8.9 µM | actives 0.98% (n = 360,000);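 active = activation above a per-plate cutoff, the mean activation of sample wells on that plate plus 3 SD, cut at about 8% in these data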
Active calls of the source: *; · = not tested or not shown. This is a subset; count on the stated rates, not on these rows.

SMILES	TLR9-MyD88 inh	ABCB6 inh 2	NOD2-RIPK2 inh	ABHD5-PLIN5 inh	aDG glyco up	Exocytosis inh	Vif imaging	Glyco luc inh	MC4R antag cAMP	MC4R ag barr
CCOc1ccc2nc(N3CCCC(C(=O)NCCCN4C(C)CCCC4C)C3)sc2c1 (configuration not stated)	-8.3	100.0	-8.3	6.4	2.4	14.3	9.2	-0.9	9.2	-0.8
Cc1ccc2c(c1)c1c3n2CCN(C(=O)CN2CCN(C)CC2)C3CCC1 (configuration not stated)	3.3	99.0	7.7	10.8	1.4	3.0	·	-2.2	-5.9	-2.1
Cn1c(SCC(=O)Nc2cccc(O)c2)nnc1-c1ccc(S(=O)(=O)N2CCOCC2)cc1	7.1	99.0	-12.6	2.0	0.0	-0.7	29.8	0.9	4.0	-0.5
CN(C)/C=C(\C=O)c1onc(-c2ccccc2Cl)c1C#N	-2.9	102.0	-7.4	-3.9	0.1	6.1	0.0	-0.8	3.4	-2.7
CCC(CC)C(C(=O)NCc1ccccc1)N1CCN(c2cccc(C)c2C)CC1 (configuration not stated)	·	·	-14.6	1.6	-0.1	-10.1	·	·	·	·
CCOC(=O)C1CCCN(C(=O)COc2ccc(N(C)S(=O)(=O)c3ccc(F)cc3)cc2)C1 (configuration not stated)	3.3	101.0	-12.4	-2.6	-0.2	6.0	0.3	1.3	9.8	-1.9
C=CCn1c(C)nnc1SCC(=O)Nc1nccs1	1.2	94.0	0.2	-2.4	0.1	3.2	12.6	0.7	-2.3	-2.9
Cc1ccccc1NC(=O)COc1coc(CN2CCCc3ccccc32)cc1=O	2.1	101.0	-4.5	2.9	-0.3	6.7	-0.8	0.3	4.0	-2.8
Cc1nn(-c2ccccc2)c(Cl)c1C(=O)Nc1c(C)n(C)n(-c2ccccc2)c1=O	3.6	104.0	-1.8	-5.9	0.4	1.1	-1.2	-0.7	3.3	-1.5
CC(=O)Nc1cccc(-c2csc(C(NC(C)=O)c3ccc(F)c(F)c3)n2)c1 (configuration not stated)	·	96.0	-3.6	-0.1	0.2	11.7	-5.3	1.6	20.5	0.8
CC(C)(C)c1ccc(C(=O)O)c(C(=O)c2ccccc2)c1	-6.0	101.0	-2.8	-11.3	-0.3	0.4	-6.6	-0.1	30.7*	4.8
Cc1ccccc1OCc1occc1C(=O)Nc1cccc(-n2cnnn2)c1	6.4	105.0	1.4	-5.2	1.6	2.4	-6.0	9.2	-10.9	-0.4
COc1cccc(OC)c1C(=O)Nc1cc(C)nn1-c1nc2ccccc2[nH]1	-4.1	85.0	-8.8	-0.7	-0.4	2.7	-3.4	0.9	-21.8	-0.4
CCS(=O)(=O)Nc1cc2c3c(c1)CCN3C(=O)CC2	0.9	97.0	4.8	2.7	-0.1	-0.9	2.9	0.7	1.3	-2.4
CCc1ccc(N2C=C(C(=O)OC)C(c3cccc4ccccc34)C(C#N)=C2N)cc1 (configuration not stated)	·	·	2.2	-1.6	-0.2	0.2	·	·	·	·
CCOC(=O)N1CCN(C(=O)c2ccc3c(=O)n(CCOC)c(=O)[nH]c3c2)CC1	4.5	104.0	-3.2	10.9	0.0	-0.5	3.7	0.5	3.3	-0.1
COc1cc(OC)cc(C(=O)Nc2cccc3cccnc23)c1	-1.7	98.0	-6.8	-3.1	0.0	3.8	-1.5	0.2	0.5	-0.1
COc1ccc(Cl)c(NC(=O)NCCN2CCN(c3ccccc3)CC2)c1	7.7	96.0	-0.1	14.8	0.8	-1.8	4.0	4.6	-3.2	0.9
CCc1nnc(NS(=O)(=O)c2ccc(NS(=O)(=O)c3ccccc3[N+](=O)[O-])cc2)s1	1.2	94.0	-4.4	14.0	0.1	-4.8	-6.5	0.6	3.2	-1.6
O=[N+]([O-])c1ccc(-c2nnc(CNC3CCCC3)o2)cc1	5.5	100.0	8.9	1.2	0.0	2.0	2.9	-1.2	3.4	-2.1
O=C(NCC1OCCCN1S(=O)(=O)c1cc(F)ccc1F)C(=O)NC1CCCCCC1 (configuration not stated)	9.6	98.0	0.7	-9.2	0.2	-8.1	-4.8	0.5	-1.9	-2.4
O=c1[nH]c2ccc(NC(=S)NC3CCCCC3)cc2[nH]1	-2.6	105.0	-8.0	2.7	-0.3	1.1	7.7	0.2	8.7	-2.5
CC1CCN(C(c2nnnn2CCc2ccccc2)C(C)C)CC1 (configuration not stated)	-4.4	99.0	-8.2	-0.9	0.0	1.5	3.3	-3.1	4.3	-0.3
Nc1cc(=O)[nH]c(SCc2nnnn2-c2ccc(Cl)cc2)n1	-13.0	101.0	-8.2	-0.8	-0.2	-1.5	-7.3	1.4	13.3	-1.8
CCc1ccccc1OCc1nc2ccc(S(=O)(=O)N3CCOCC3)cc2[nH]1	-7.0	98.0	-1.1	-1.0	0.3	1.0	-4.0	0.2	10.7	-1.9
Next section.
SMILES	TLR9-MyD88 inh	ABCB6 inh 2	NOD2-RIPK2 inh	ABHD5-PLIN5 inh	aDG glyco up	Exocytosis inh	Vif imaging	Glyco luc inh	MC4R antag cAMP	MC4R ag barr
COc1ccc(/C=C2/C(=O)OCc3cc(OC)c(OC)cc32)c(OC)c1	-6.5	98.0	-17.6	-1.2	0.8	1.7	1.6	2.3	-8.5	0.1
CC(=O)N1CCN(C(=O)COC(=O)COc2c(C)cc(C)cc2C)CC1	-14.8	96.0	-3.6	0.6	0.3	-0.5	3.5	3.5	3.1	-1.6
CCc1nc2ccc(C(=O)N3CCN(c4ccccc4)CC3)cn2c1N(C)CCCc1ccccc1	·	100.0	8.2	9.4	0.2	12.8	-6.9	-4.0	11.2	-0.4
CC(NC(=O)c1cc(F)c(F)cc1Cl)C1CC2CCC1C2 (configuration not stated)	-8.6	87.0	-9.3	-9.3	0.1	1.5	-2.6	-1.8	-3.5	-0.9
C/C(CC(=O)Nc1ccc(F)cc1)=N\NC(=O)c1ccccn1	11.0	98.0	-3.4	-0.8	-0.1	-1.3	-1.7	0.7	11.7	-3.4
O=C(C1CC1)N1CCN(S(=O)(=O)c2ccc3c(c2)OCCO3)CC1	0.3	98.0	4.5	-6.5	-0.2	-0.5	-7.5	-0.1	7.8	-1.0
CSc1nc(C)cc(OCC(=O)N2CCOCC2)n1	-5.1	83.0	-5.1	1.1	0.2	1.5	-4.7	0.4	7.2	0.3
COc1ccc(CN(C)C(=O)c2cccc(NS(=O)(=O)c3ccccc3)c2)c(OC)c1	-4.8	96.0	-9.7	3.7	-0.4	12.8	-8.0	0.1	7.7	-2.0
Cc1occc1-c1nnc(SCC(=O)Nc2ccccc2-c2ccccc2)n1C	-0.5	86.0	6.5	3.4	0.2	-0.7	-2.2	0.1	10.2	-0.2
COc1ccc(NC(=O)c2oc3ccccc3c2NC(=O)C(C)(C)C)cc1	7.0	86.0	-4.5	-5.2	0.1	2.6	1.7	-4.0	9.8	-1.9
CCOC(=O)c1cc(NC(=O)c2ccc(C)cc2)c(=O)oc1C(F)(F)F	4.3	103.0	-9.0	6.4	0.1	-3.2	-7.6	1.5	-3.4	0.1
Cc1cc(-c2n[nH]c(=S)n2/N=C/c2ccccc2[N+](=O)[O-])n[nH]1	-0.6	90.0	-9.2	1.3	0.0	-8.9	2.1	1.7	0.5	-2.2
CC(=O)c1c(C)[nH]c(C(=O)OCC(=O)Nc2cccnc2Cl)c1C	-5.8	85.0	-1.8	0.9	0.0	-3.2	-8.7	-0.8	-4.3	-0.1
O=c1c2cc(Cl)cc(Cl)c2nc2n1CCC2	12.1	94.0	-4.5	-2.9	-0.2	1.2	0.0	3.2	0.5	-0.3
CCCCCCCCCCCCCC(=O)O	-3.7	95.0	-1.1	1.2	0.2	-3.7	-3.0	-1.9	8.8	-1.1
O=C1NC(c2ccc(Cl)cc2)Oc2ccccc21 (configuration not stated)	-6.8	103.0	-18.7	2.6	-0.1	-1.0	-2.1	1.4	22.2	-0.1
O=C(c1ccncc1)N1CCN(S(=O)(=O)c2cccc(Cl)c2)CC1	5.0	98.0	6.1	-2.3	0.0	-8.3	-2.4	0.7	7.1	-3.1
COc1ccc(S(=O)(=O)NC2CC(=O)N(c3ccc(C)c(C)c3)C2)cc1 (configuration not stated)	0.5	107.0	-4.0	-1.0	0.1	-1.6	-8.6	-1.0	14.3	-0.3
Cc1cccc(OCC(=O)NNC(=O)CCCCC(=O)NNC(=O)COc2cccc(C)c2)c1	-9.6	102.0	-11.2	-1.2	-0.3	-0.1	1.8	1.6	4.6	-3.3
COc1ccc(O)c(/C=N/NC(=O)c2cccc(N3CCCC3=O)c2)c1	-0.3	96.0	-2.0	5.5	0.5	-12.5	20.9	-5.0	-6.5	0.3
CCOCCC(=O)Nc1cc(Cl)ccc1OC	1.4	94.0	3.9	-9.1	0.1	-1.5	2.0	1.0	8.2	-1.9
CCC(OC(=O)c1ccco1)C(=O)NCc1ccc(C)cc1 (configuration not stated)	-3.5	105.0	1.4	0.1	-0.2	1.8	8.5	0.8	-0.4	-0.8
Cc1ccc(S(=O)(=O)c2c(C)nn(C(C)(C)C)c2OC(=O)c2cccs2)cc1	5.0	198.0	2.5	-3.3	-0.1	11.9	·	5.7	-3.7	-0.2
O=C(CN(c1ccccn1)S(=O)(=O)c1ccccc1)N/N=C/c1cccc([N+](=O)[O-])c1	4.8	92.0	-5.9	-8.3	-0.1	-2.0	1.7	2.4	1.1	-2.1
O/N=C/c1ccc2ccccc2n1	-9.2	95.0	6.6	5.3	-0.1	5.7	-17.6	2.0	16.8	-0.5
CC1=NN(C(N)=S)C(=O)C1N=Nc1ccc(S(N)(=O)=O)cc1 (configuration not stated)	-8.6	96.0	1.8	2.2	-0.1	-6.1	12.6	2.8	-9.7	-2.4
CCN1CCN(c2ncc(C(=O)N3CCN(c4ccccc4OC)CC3)c3ccccc23)CC1	13.4	99.0	-2.2	-1.6	-0.1	0.4	1.4	-1.0	-2.8	-1.8
S=C(Nc1ccc(Cl)cc1)NC1CC2CCC(C1)N2Cc1ccccc1 (configuration not stated)	2.6	99.0	12.4	6.2	3.3	19.4	4.3	-4.2	-2.0	1.2
O=C(CN(CC1CCCO1)S(=O)(=O)c1ccc(S(=O)(=O)NCC2CCCO2)cc1)Nc1ccccc1 (configuration not stated)	-3.4	107.0	3.8	-0.9	0.0	0.0	·	-1.8	13.0	0.7
COc1ccccc1/C=C/C(=O)OCC(=O)c1cc(C)n(C)c1C	-8.8	97.0	1.2	6.3	-0.1	-2.5	-8.2	0.2	0.9	-1.2

Profiles as entered above. Screens in order: TLR9-MyD88 inh, ABCB6 inh 2, NOD2-RIPK2 inh, ABHD5-PLIN5 inh, aDG glyco up, Exocytosis inh, Vif imaging, Glyco luc inh, MC4R antag cAMP, MC4R ag barr
`CCN1CCN(c2ncc(C(=O)N3CCN(c4ccccc4OC)CC3)c3ccccc23)CC1` reads 13.4, 99.0, -2.2, -1.6, -0.1, 0.4, 1.4, -1.0, -2.8, -1.8
`CC(=O)N1CCN(C(=O)COC(=O)COc2c(C)cc(C)cc2C)CC1` reads -14.8, 96.0, -3.6, 0.6, 0.3, -0.5, 3.5, 3.5, 3.1, -1.6
`O=C(CN(c1ccccn1)S(=O)(=O)c1ccccc1)N/N=C/c1cccc([N+](=O)[O-])c1` reads 4.8, 92.0, -5.9, -8.3, -0.1, -2.0, 1.7, 2.4, 1.1, -2.1
`O=C(C1CC1)N1CCN(S(=O)(=O)c2ccc3c(c2)OCCO3)CC1` reads 0.3, 98.0, 4.5, -6.5, -0.2, -0.5, -7.5, -0.1, 7.8, -1.0
